High-throughput results from PubChem.
PAFAH1B2 FP inh: PAFAH1B2 enzyme inhibitors, primary screen, biochemical, fluorescence polarization, human; 1.2% of 340,000 active; Platelet-activating factor acetylhydrolase IB subunit alpha2 (Homo sapiens), P68402; inhibition, % at 3.39 µM; AID 492953, 2010; recombinant PAFAH1B2, FP-rhodamine activity probe;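 active means inhibition above the mean of all tested compounds plus 3 SD, cut at about 24% in these data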;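 further: 0% = enzyme with DMSO and 100% = wells lacking PAFAH1B2; many of its hits are not listed in these tables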
LYPLA2 counter: LYPLA2 inhibitors, primary screen, counter-screen for PME1 inhibitor project, biochemical, fluorescence polarization, FP-Rh probe ABPP. Acyl-protein thioesterase 2 (Homo sapiens), O95372. recombinant LYPLA2. inhibition, % at 5.9 µM. 0.38% of 320,000 active. AID 2177, 2009;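 active means inhibition above the screen-wide mean plus 3 SD, limit set per campaign, cut at about 26% in these data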;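 further: 0% = LYPLA2 with DMSO and 100% = wells lacking LYPLA2 enzyme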
Target sequence (O95372 whole entry, looked up): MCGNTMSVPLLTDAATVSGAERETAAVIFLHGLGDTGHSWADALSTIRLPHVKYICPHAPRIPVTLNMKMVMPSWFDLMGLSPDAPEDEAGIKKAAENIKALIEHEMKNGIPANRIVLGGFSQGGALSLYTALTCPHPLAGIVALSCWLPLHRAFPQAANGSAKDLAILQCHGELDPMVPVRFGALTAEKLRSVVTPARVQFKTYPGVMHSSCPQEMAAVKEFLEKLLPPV
PREPL inhibitor: PREPL enzyme inhibitors, primary screen, biochemical, fluorescence polarization. inhibition, % at 5.96 µM. Prolyl endopeptidase-like (Homo sapiens), Q4J6C6. recombinant PREPL, fluorescence polarization activity-based probe. AID 2751, 2010. 0.68% of 320,000 active; in the data active means inhibition above about 43%;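 further: 0% = enzyme with DMSO and 100% = wells lacking enzyme; many of its hits are not listed in these tables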
LYPLA1 counter: LYPLA1 inhibitors, primary screen, counter-screen for PME1 inhibitor project, biochemical, fluorescence polarization, FP-Rh probe ABPP; Acyl-protein thioesterase 1 (Homo sapiens), O75608; recombinant LYPLA1; inhibition, % at 5.9 µM; 0.16% of 320,000 active; AID 2174, 2009;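 active means inhibition above the mean of all tested compounds plus 3 SD, set per campaign, cut at about 14% in these data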;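 further: inhibitors block serine hydrolase probe labeling of LYPLA1 so polarization falls; 0% = enzyme with DMSO and 100% = wells lacking LYPLA1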
Target sequence (O75608 whole entry, looked up): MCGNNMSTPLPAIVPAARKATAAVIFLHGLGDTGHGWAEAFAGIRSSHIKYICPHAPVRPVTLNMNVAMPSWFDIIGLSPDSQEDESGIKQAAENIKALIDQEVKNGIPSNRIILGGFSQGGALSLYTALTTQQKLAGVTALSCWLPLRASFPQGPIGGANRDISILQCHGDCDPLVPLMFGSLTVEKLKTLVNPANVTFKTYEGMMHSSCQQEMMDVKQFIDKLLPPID
ZTA counter: counter-screen for EBNA-1 inhibitors: inhibitors of Epstein-Barr virus ZTA | P03206 | ZTA-DNA binding, fluorescence polarization | inhibition, % at 11 µM | 0.15% of 320,000 active | AID 2234; in the data active means inhibition above about 33%
PAFAH2 FP inh: PAFAH2 enzyme inhibitors, primary screen, biochemical, fluorescence polarization, human | Platelet-activating factor acetylhydrolase 2, cytoplasmic (Homo sapiens), Q99487 | recombinant PAFAH2, FP-rhodamine activity probe | inhibition, % at 3.39 µM | 0.99% of 340,000 active | AID 492956, 2010;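 active means inhibition above the mean over all tested compounds plus 3 SD, cut at about 30% in these data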;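 further: inhibitors block probe labeling of enzyme so polarization drops; 0% = enzyme with DMSO and 100% = wells lacking PAFAH2 protein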
PAFAH1B3 FP inh: PAFAH1B3 enzyme inhibitors, primary screen, biochemical, fluorescence polarization, human; recombinant PAFAH1B3, FP-rhodamine probe; inhibition, % at 3.39 µM; 0.28% of 340,000 active; AID 492972, 2010;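 active means inhibition above the screen-wide average of all tested compounds plus 3 SD, cut at about 25% in these data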;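 further: 0% = enzyme with DMSO only and 100% = wells lacking PAFAH1B3 protein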
pPAFAH inh: pPAFAH enzyme inhibitors, primary screen, biochemical, fluorescence polarization, human; Platelet-activating factor acetylhydrolase (Homo sapiens), Q13093; recombinant pPAFAH, FP-rhodamine probe fluorescence polarization; inhibition, % at 3.39 µM; 1.5% of 330,000 active;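 active means inhibition above the mean inhibition across the screen plus 3 SD, cut at about 25% in these data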;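 further: inhibitors block binding of the rhodamine activity-based probe so polarization drops; 0% = enzyme with DMSO and 100% = wells lacking pPAFAH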
Target sequence (Q13093 whole entry, looked up): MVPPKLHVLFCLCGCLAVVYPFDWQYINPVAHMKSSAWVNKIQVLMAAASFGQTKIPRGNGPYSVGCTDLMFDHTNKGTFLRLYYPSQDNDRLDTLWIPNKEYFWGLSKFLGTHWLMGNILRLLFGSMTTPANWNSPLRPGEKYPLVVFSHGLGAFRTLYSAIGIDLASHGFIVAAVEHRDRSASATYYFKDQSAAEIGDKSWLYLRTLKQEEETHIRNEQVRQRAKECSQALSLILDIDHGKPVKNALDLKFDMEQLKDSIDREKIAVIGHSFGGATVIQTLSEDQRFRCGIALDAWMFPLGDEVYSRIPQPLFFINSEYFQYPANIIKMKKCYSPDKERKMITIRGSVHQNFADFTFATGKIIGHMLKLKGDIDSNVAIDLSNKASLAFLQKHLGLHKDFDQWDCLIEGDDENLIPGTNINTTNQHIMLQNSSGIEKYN
EBNA-1 inh: EBNA-1 DNA-binding inhibitors, primary screen, biochemical, fluorescence polarization; 0.34% of 300,000 active; inhibition, % at 14.8 µM; in the data active means inhibition above about 28%
Numbers without * were called inactive; . = no result given. This is a subset; the hit share may differ from the screen's.

Second line of a record – PAFAH1B2 FP inh | LYPLA2 counter | PREPL inhibitor | LYPLA1 counter | ZTA counter | PAFAH2 FP inh | PAFAH1B3 FP inh | pPAFAH inh | EBNA-1 inh
O=S(=O)([N-]c1nc2ccccc2nc1-n1cc[n+](Cc2ccccc2)c1)c1ccc(Br)cc1
→ . | -5 | 3 | -3 | 0 | . | . | -8 | 6
COc1cc(OC)c(OC)cc1/C=N/Nc1nc2ccccc2[nH]1
→ 7 | -2 | 11 | 1 | -6 | 0 | 2 | 9 | 3
COC(=O)c1ccc(OCC(=O)c2ccccc2OC)cc1
→ 3 | -3 | -13 | -2 | -13 | -4 | 6 | 4 | -4
Cc1ccc(Nc2nnc(SCC(=O)N(C)C3CCS(=O)(=O)C3)s2)cc1 (configuration not stated)
→ 5 | 1 | 24 | 2 | -12 | 1 | 5 | -5 | -6
CC(C)c1ccc(NC(=O)Cn2nnc(C(=O)NCc3ccco3)c2N)cc1
→ 1 | -4 | -7 | -7 | 6 | -3 | 3 | 4 | -5
COc1cc(CNc2ccc(N3CCCC3)cc2)ccc1OCc1ccccc1
→ 2 | 5 | 26 | 2 | 76* | 6 | 18 | 29* | 74*
Cc1cc(C(=O)NN)c2cc(Br)ccc2n1
→ 2 | -4 | -8 | -2 | 11 | 7 | 11 | 5 | 5
COc1ccc(CCNC(=O)CSc2ccc(Br)cc2)cc1OC
→ 11 | 11 | 0 | 2 | -1 | -6 | 3 | 9 | 10
Cc1ccc(/C=N/NC(=O)C(O)c2ccccc2)o1 (configuration not stated)
→ 0 | 2 | 9 | 1 | 1 | -10 | -1 | 3 | 1
Cc1ccc([N+](=O)[O-])cc1N/C=C1\CCc2ccccc2C1=O
→ 6 | -7 | -1 | -3 | 5 | 7 | -4 | 2 | -2
CC1=CS(=O)(=O)CC1Sc1nc2ccccc2[nH]1 (configuration not stated)
→ 10 | 0 | 1 | -2 | -11 | 0 | -3 | -1 | 4
CCC(C)NC(=S)Nc1ccc2nc(N3CCN(CC)CC3)cc(C)c2c1 (configuration not stated)
→ 0 | 8 | 1 | 3 | 9 | 1 | -4 | 7 | 0
Cc1cc(N2CCCC2=O)ccc1S(=O)(=O)NC1CCCCC1
→ 8 | -2 | 5 | -1 | 5 | 1 | -2 | 4 | 10
COc1ccccc1CNC(=O)CCNS(=O)(=O)c1cc(Br)cnc1N
→ -4 | 4 | 1 | 1 | -1 | 5 | 1 | -1 | 14
Cc1cccc(NC(=O)C2CC(O)CN2C(=O)Oc2ccccc2)c1 (configuration not stated)
→ 2 | 1 | 5 | 3 | -1 | 3 | 2 | 4 | -6
COc1ccccc1C1CCN(C(=O)c2ccc(Cl)cc2)CC1
→ -1 | 2 | -11 | -5 | -9 | 6 | 6 | -4 | -7
COc1ccc(OC)c(NC(=O)C2CCN(S(C)(=O)=O)CC2)c1
→ 6 | 3 | 6 | -1 | -2 | 4 | 7 | 2 | -6
CCOc1ccc(C(=O)CCN2CCCCC2)cc1
→ 0 | -4 | -13 | 2 | 4 | 2 | 2 | -3 | 1
COc1ccc(C(=O)C[n+]2cc(Br)cc3ccccc32)cc1[N+](=O)[O-]
→ 1 | 2 | 26 | -1 | 8 | -4 | 8 | 6 | -6
O=[N+]([O-])c1ccc(S(=O)(=O)Nc2ccc(-c3csc(-c4ccccc4)n3)cc2)cc1
→ . | -7 | 8 | -12 | -3 | . | . | 12 | -8
COc1ccc(NC(=O)CCC2CCCCC2)cc1S(=O)(=O)N1CCCCC1
→ 8 | 5 | 7 | -3 | 20 | 3 | -6 | 19 | -2
O=C(N/N=C/c1ccccc1)c1cc(-c2ccc3c(c2)OCO3)n[nH]1
→ -3 | -7 | 2 | -4 | 1 | -3 | -2 | 3 | 26
CC(CCc1ccccc1)NC(=O)c1ccccc1C(=O)O (configuration not stated)
→ 2 | 6 | -6 | 1 | -1 | -4 | 2 | 10 | -6
Cc1nc(N/N=C/c2ccc(O)cc2O)cc(N2CCOCC2)n1
→ 7 | 4 | 11 | 9 | -3 | 6 | 11 | 8 | 0
CCOc1ccc(S(=O)(=O)NCCC(=O)NCc2ccncc2)cc1
→ -1 | 2 | 11 | 0 | 1 | 0 | -2 | 2 | 3
Cc1c(C(=O)N2CCOCC2)sc(NC(=O)c2ccc([N+](=O)[O-])cc2)c1C#N
→ 2 | -2 | -3 | 0 | 4 | 5 | 6 | 5 | 1
CCn1ncc(/C=C/C(=O)Nc2c(C)nn(Cc3ccc(Cl)cc3Cl)c2C)c1C
→ -1 | 10 | 14 | -1 | -14 | 3 | 14 | -3 | -17
COc1cc(NC(=S)NCCc2ccc(S(N)(=O)=O)cc2)c(OC)cc1Cl
→ 8 | 4 | -1 | -1 | 7 | -1 | 4 | 2 | -6
CCCOC(=O)CCc1n[nH]c(=O)[nH]c1=O
→ 1 | -3 | 9 | 0 | 3 | 4 | 4 | -2 | -10
CCC1=C(OC(=O)N(CC)CC)N2C(=O)OC(=NCc3ccccc3)[C@]2(C)[C@H]2C1=CC[C@H]1C(=O)N(CC)C(=O)[C@H]12
→ 3 | -8 | 14 | 1 | 4 | 4 | -1 | -4 | -14
Cc1c(C=Nc2ccc(S(=O)(=O)CCO)cc2)c(O)[nH]c(=O)c1C#N
→ 4 | 0 | 4 | -1 | -14 | 4 | 4 | 2 | 4
COc1cc(/C=N/NC(=O)c2ccncc2)ccc1OC(=O)c1ccccc1Cl
→ -3 | -26 | 31 | -22 | 1 | -13 | 0 | -13 | 12
Cc1cccc(C)c1NC(=O)CN(c1ccccn1)S(=O)(=O)c1ccc(F)cc1
→ 1 | -6 | 10 | 1 | -3 | -7 | 0 | -3 | 3
COc1ccc(S(=O)(=O)CC(O)CN2CCCC2=O)cc1 (configuration not stated)
→ 1 | 8 | 8 | 6 | 8 | -3 | 3 | 1 | -3
CCn1c(SCC(=O)N/N=C/C=C\c2ccccc2[N+](=O)[O-])nnc1-c1ccccc1
→ -1 | 8 | 14 | 3 | 2 | 0 | -5 | 2 | 7
CCOC(=O)N1C2=NC(C(=O)OC)=C(C(=O)OC)[C@@H]3N(C)c4ccc(OC)cc4[C@]23C[C@H]1C(=O)OC
→ 2 | 8 | -6 | 6 | 3 | 4 | 9 | 5 | -5
COc1ccc(Cl)cc1-n1c(N)c(C(N)=O)sc1=S
→ 2 | -6 | -1 | -6 | 17 | 12 | 6 | 1 | 11
CCC(=NNC(=O)c1cccc(S(=O)(=O)N2CCOCC2)c1)c1ccccc1
→ 4 | . | 9 | . | . | 2 | 3 | 3 | .
COc1ccccc1NS(=O)(=O)c1cc(NC(=O)c2cnccn2)ccc1N1CCOCC1
→ 5 | -5 | 7 | -3 | 12 | 14 | -1 | 1 | 2
C=CCOc1ccc(/C=N\NC(N)=S)cc1
→ 0 | -8 | 11 | -8 | 0 | 13 | -2 | 2 | -1
COC(=O)[C@]1(C)N[C@H](CN(C)S(=O)(=O)c2ccccc2)[C@@H]2C(=O)N(C)C(=O)[C@@H]21
→ 6 | . | 13 | . | . | 0 | 2 | 8 | .
O=C(CN1C2CCC1CC(NC(=O)NC1CCCCC1)C2)NC1CC1 (configuration not stated)
→ 3 | 7 | -2 | 2 | -1 | -5 | -2 | 7 | 2
CC1(C(=O)O)CCC(C(=O)Nc2ccccc2O)C1(C)C (configuration not stated)
→ -3 | 2 | 1 | 1 | 1 | -5 | -1 | 1 | 4
COc1ccc(CCNC(=O)CCNS(=O)(=O)c2cccc3nonc23)cc1OC
→ 4 | -18 | 4 | -3 | -2 | 7 | 5 | 2 | 12
Cc1ccc(NC(=O)Cn2nc([N+](=O)[O-])c(Br)c2C)cc1C
→ 0 | 1 | 17 | -1 | -2 | 0 | 5 | 10 | 10
Cc1nnc(NC(=O)CCNC(=O)c2ccccc2Cl)s1
→ -1 | 8 | 12 | 2 | -13 | 2 | 10 | 13 | -6
COc1ccc(CCNC(=O)CSc2c[nH]c3ccccc23)cc1OC
→ 3 | 1 | 6 | 2 | 14 | -4 | 6 | 5 | 9
Cc1ccc(C(=O)N(CC(C)C)c2c(N)n(Cc3ccccc3)c(=O)[nH]c2=O)o1
→ -3 | 2 | 5 | 0 | -2 | 2 | 2 | -2 | -4
Cc1ccc(NS(=O)(=O)c2ccc(Br)cc2)nc1
→ . | 3 | 10 | -2 | -4 | . | . | 0 | -4
COCCn1ccc2c(OCC(=O)Nc3ccccc3OC)cccc2c1=O
→ 5 | 5 | 3 | -3 | -8 | 10 | 0 | 4 | 5
CCCCN(CCCC)S(=O)(=O)c1ccc(SCC(=O)OCC)c([N+](=O)[O-])c1
→ -1 | 4 | 0 | -1 | 4 | -3 | 1 | 6 | -1
Cc1ccc(SCCC(=O)N/N=C/c2cccnc2)cc1
→ 8 | 4 | -3 | 2 | 5 | -1 | 1 | 6 | -4
CN(C(=O)COC(=O)c1ccc2ccccc2n1)C1CCCCC1
→ 0 | . | 1 | . | . | 0 | 12 | 19 | .
CCN1CCN(c2ccc(S(=O)(=O)N3CCOCC3)cc2NC(=O)CC(C)C)CC1
→ 1 | -2 | 20 | -1 | -4 | 5 | 8 | 2 | .
COc1cc(C(=O)Nc2ccc(NC(=O)C(C)C)nc2)cc(OC)c1OC
→ -3 | -5 | -6 | -3 | 8 | 4 | 4 | 1 | 4
O=C(c1ccc(F)cc1)C1CCN(C(=O)c2ccccc2)CC1
→ -3 | 3 | 1 | 2 | -10 | 1 | 4 | 1 | 4
CCC(CC)C(=O)Nc1nnc(CCc2ccccc2)s1
→ 8 | 6 | -8 | 1 | 0 | 5 | 11 | 3 | -2
Cc1ccc(C2CC(c3ccccc3)=NN2C(=O)CSc2nnc(-c3ccc(Cl)cc3)o2)o1 (configuration not stated)
→ 2 | -6 | -22 | -2 | 5 | -2 | -2 | -6 | -7
NC(=O)N[C@@H](Cc1c[nH]c2ccccc12)C(=O)OCC(=O)N1CCCCC1
→ 5 | 0 | 6 | -4 | 18 | 1 | 17 | 3 | 2
CC(C)(C)OC(=O)N1CCNc2ccccc2C1
→ 4 | 5 | 16 | -1 | -3 | 7 | 9 | 1 | 3

Later entries:
Second line of a record – PAFAH1B2 FP inh | LYPLA2 counter | PREPL inhibitor | LYPLA1 counter | ZTA counter | PAFAH2 FP inh | PAFAH1B3 FP inh | pPAFAH inh | EBNA-1 inh
O=C(NCc1ccco1)C(c1ccncc1)N(C(=O)Cn1nnc2ccccc21)c1ccccc1 (configuration not stated)
→ 5 | 5 | 3 | 0 | 2 | -3 | 0 | 0 | 0
O=C(NCc1nc2ccccc2[nH]1)C1=C[C@@H](c2ccccc2)C[C@@H](OCCCCO)O1
→ 1 | 1 | 7 | -1 | -15 | 3 | 5 | 5 | -7
O=C(NC1CC1)C1CCN(C2CCN(C(=O)CCOc3ccccc3)CC2)CC1
→ 2 | -3 | 7 | -2 | -15 | -7 | -6 | 6 | -5
CC(=O)n1c(-c2ccccc2)c(CO)c2ccccc21
→ 13 | 1 | 2 | 1 | -11 | 2 | 8 | 5 | -3
